# OX1R antagonist = human HCRTR1 antagonism; O43613; CHO/OX1R cells, Fluo-8 calcium fluorescence, orexin A; inhibition, % at 5 µM; 330,000 compounds, 0.43% hits; AID 434989;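 active = inhibition above its plate's threshold, mean inhibition of all tested compounds on the plate plus 3 SD, cut at about 37% in these data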;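 note: 0% = orexin A challenge wells and 100% = SB-334867-A antagonist wells; not every result past the cut was called active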
# Target sequence (O43613 whole entry, looked up): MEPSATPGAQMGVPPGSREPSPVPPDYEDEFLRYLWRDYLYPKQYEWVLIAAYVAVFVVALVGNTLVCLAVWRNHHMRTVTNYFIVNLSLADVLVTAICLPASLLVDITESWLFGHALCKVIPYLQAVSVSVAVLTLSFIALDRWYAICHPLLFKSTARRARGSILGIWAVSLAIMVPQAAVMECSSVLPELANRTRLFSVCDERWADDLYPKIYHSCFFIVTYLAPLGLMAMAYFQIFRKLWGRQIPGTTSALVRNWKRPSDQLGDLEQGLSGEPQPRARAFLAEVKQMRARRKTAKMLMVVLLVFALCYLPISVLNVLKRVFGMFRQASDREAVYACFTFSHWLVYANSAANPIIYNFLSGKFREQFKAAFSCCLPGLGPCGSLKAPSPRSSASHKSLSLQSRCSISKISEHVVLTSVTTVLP
# CHT allo act = allosteric activators of human choline transporter CHT; 310,000 compounds, 0.49% hits; CHT-expressing cells, membrane potential dye, choline EC20; hits give high values; LV-AA mutant CHT in HEK293 cells; Q9GZV3; B-score at 10 µM;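 active = initial fluorescence not abnormally high and integrated response B-score, plate-corrected, over 3 SD above library mean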
# Target sequence (Q9GZV3 whole entry, looked up): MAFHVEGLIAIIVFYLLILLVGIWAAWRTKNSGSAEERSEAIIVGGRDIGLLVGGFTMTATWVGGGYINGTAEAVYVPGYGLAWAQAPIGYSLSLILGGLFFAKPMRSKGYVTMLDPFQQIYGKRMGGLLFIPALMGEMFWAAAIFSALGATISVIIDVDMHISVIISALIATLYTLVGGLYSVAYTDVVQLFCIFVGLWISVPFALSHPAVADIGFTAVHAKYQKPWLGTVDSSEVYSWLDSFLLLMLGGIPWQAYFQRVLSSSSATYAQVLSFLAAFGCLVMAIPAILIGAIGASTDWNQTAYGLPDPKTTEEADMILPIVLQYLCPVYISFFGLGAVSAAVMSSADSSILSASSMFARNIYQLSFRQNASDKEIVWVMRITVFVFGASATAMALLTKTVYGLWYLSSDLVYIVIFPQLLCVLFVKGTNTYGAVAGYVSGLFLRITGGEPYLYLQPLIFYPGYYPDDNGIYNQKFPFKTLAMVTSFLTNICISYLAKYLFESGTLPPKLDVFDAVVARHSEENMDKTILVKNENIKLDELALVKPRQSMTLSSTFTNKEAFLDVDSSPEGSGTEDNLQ
# Active calls of the source: *; i = inactive; / = no result given; & = joins results of further samples. Compounds were not picked by outcome; any-hit rate near 0.8%.
SMILES,OX1R antagonist,CHT allo act
CN1CCN(Cc2cc(=O)oc3cc4c(cc23)CCC4)CC1,-27,i
Cc1cccc(C(=O)NCC(=O)OCC(=O)c2ccc(Br)s2)c1,-9,/
Cc1cccc(C(=O)N(CCc2ccccc2)Cc2ccccc2)c1[N+](=O)[O-],3,i
Cc1nn(CCO)c2ncc(C(=O)c3cc(Cl)ccc3O)cc12,-2,i
COc1cc(OC)c2c(c1)OC(=O)CC2c1ccc(C)cc1 (stereo unspecified),-2,/
CCn1c(CO)nc2c1c(=O)[nH]c(=O)n2Cc1ccccc1,-13,i
CCn1cc(S(=O)(=O)Nc2cccnc2)cn1,-3,i
O=C(NC1(C(F)(F)F)NC(=O)N(Cc2cccnc2)C1=O)c1ccncc1 (stereo unspecified),2,i
COCCCN1CN(S(=O)(=O)c2ccc(Cl)cc2)c2nc3ccccc3nc21,-29,i
Cc1c(-c2ccc(Cl)cc2Cl)nc2ccccc2c1C(=O)NCCN1CCOCC1,-18,i
C(=C\c1ccccc1)/CSc1nnc(-c2cccnc2)n1Cc1ccco1,-21,i
COc1ccc(Cl)cc1S(=O)(=O)N1CCC(C(=O)N2CCOCC2)CC1,1,i
CC(Cl)c1cc(-c2ncc(C(F)(F)F)cc2Cl)no1 (stereo unspecified),1,i
CCOC(=O)CNC(=O)CSc1nnc(-c2ccc(OC)cc2)n1CC,-11,i
Cc1cc(OCC(=O)N2CCOCC2)ccc1NC(=O)C1CCCCC1,-5,i
O=C(OCc1cc2ccccc2[nH]c1=O)c1cccs1,-13,i
Cc1cccc(NC2SC(=O)NC2=O)c1 (stereo unspecified),-9,i
CCc1cc(C(c2ccncc2)N2CCN(C)CC2)c(NC(=O)c2ccccc2)s1 (stereo unspecified),-24,i
O=C(CN1CCC(n2nnc3cc(F)ccc32)CC1)NCc1ccco1,-23,i
Cc1cc(Cl)c(S(=O)(=O)NCc2cccnc2)cc1OCC(N)=O,-21,i
COC(=O)c1cn(C(=O)c2ccc(Cl)cc2)c2ccccc12,-13,i
CN(C)c1ccc(N=Nc2ccccc2C(=O)OCC(=O)N2CCCCCC2)cc1,-14,i
CC1(OC(=O)C2CCCC2)C(=O)C=C2C=C(c3ccc(C#N)cc3)OC=C2C1=O (stereo unspecified),-9,i
CCCC1C2C(=O)N(c3ccccc3OC)C(=O)C2ON1c1ccccc1 (stereo unspecified),-16,i
CC(NC(=O)c1cccs1)c1ccccc1 (stereo unspecified),-2,i
Cc1ccc(NC(=O)COC(=O)CCc2nc3ccccc3c(=O)[nH]2)c(Br)c1,-23,i
Cc1nc2sc(C(=O)O)c(N)c2c2c1COC(C)(C)C2,-4,i
CCCCC(C(=O)NC(C)(C)C)N(Cc1ccco1)C(=O)c1snc(C(N)=O)c1N (stereo unspecified),-29,i
COC(=O)c1cc(NC(=O)c2cc(-c3ccccc3Cl)oc2C(F)(F)F)ccc1N1CCOCC1,-44,i
CCN(C(=O)COC(=O)C1CCN(S(=O)(=O)c2ccc(C)c(C)c2)CC1)C1CCCCC1,-5,/
COc1ccc(-c2cc(C(F)(F)F)nc(SCC(=O)NCCCN3CCOCC3)n2)cc1,-26,i
CN(Cc1c(F)cccc1Cl)C(=O)C1=CC=CN2CCS(=O)(=O)N=C12,4,/
COc1ccc(OCC(=O)Nc2ccc(N3CCOCC3)cc2)cc1,-2,i
CC1CCN(C(=S)NC2CCCCC2)CC1,-10,i
COc1ccc(CCNC(=O)c2cc(C3CC3)on2)cc1OC,-26,i
O=C(CSc1nc(-c2ccccc2)nc2c1CCCC2)N1CCOCC1,-18,i
Cc1nnsc1-c1nnc(SCC(=O)c2ccc(C#N)cc2)n1C1CC1,-9,i
Cc1ccc2nc(SCC(=O)N(CC(C)C)c3c(N)n(Cc4ccccc4)c(=O)[nH]c3=O)[nH]c2c1,-24,i
O=C(COC(=O)Cc1cccc(C(F)(F)F)c1)NC(=O)NC1CCCC1,-21,/
COc1ccc(NC(=O)[C@H](C)NC(=O)[C@@H]2Cc3ccccc3CN2C(=O)OC(C)(C)C)cc1,-11,i
Cc1cc(S(=O)(=O)NC2CCCCC2)ccc1-n1cnnn1,-6,i
Cc1nn(-c2ccccc2)c(C)c1-c1nnc(C(F)(F)F)o1,-23,i
CN(C)CCNC(=O)Nc1ccc(F)cc1F,-7,i
COc1ccc(CNC(=O)CN(C)S(=O)(=O)c2ccccc2)cc1,-6,i
Cc1cc(-n2c(C)cc(C(=O)COc3ccc([N+](=O)[O-])cc3)c2C)no1,-3,i
Cc1nc(Nc2ccccc2F)c2oc3ccccc3c2n1,-23,i
CC1CCN(CC[C@H]2CCCN2S(=O)(=O)c2cccc(O)c2)CC1,-25,i
CSc1nc(C)c(CCOC(=O)c2cccc(C)c2)c(=O)[nH]1,-28,i
O=C(Nc1nc(-c2ccccn2)cs1)c1ccco1,-19,i
Cc1ccc(/C=C2/SC(=S)N(CC(=O)Nc3ncc(Cc4ccc(C)cc4)s3)C2=O)cc1,-4,i
O=C(CN1C(=O)CCC1=O)Nc1ccc(Cc2ccc(NC(=O)CN3C(=O)CCC3=O)cc2)cc1,-11,i
CCN(Cc1cnn(C)c1)C(=O)c1cc(COc2cc(C)c(Cl)c(C)c2)on1,-3,i
CC(C)c1ccc(C(O)P(=O)(OC2CCCCC2)OC2CCCCC2)cc1 (stereo unspecified),-15,i
COC(=O)[C@H](C)NC(=O)Nc1ccc(OC(F)(F)F)cc1,0,i
CCCCCCCC(=O)C(C)C(=O)N(C)[C@H](Cc1ccc(OC)cc1)C(=O)N(C)[C@H](C(N)=O)C(C)C (stereo partly specified),-36,/
O=C(CSc1ccccc1)N1CCC(N2CCC(C(=O)N3CCCC3)CC2)CC1,-10,i
Fc1ccc(Nc2nc(-c3ccncc3)nc3ccccc23)cc1,-26,i
O=C(C[C@H]1C[C@H](C(=O)N2CCOCC2)[C@@]2(CCC3CCCC3)c3[nH]c4cc(-c5ccco5)ccc4c3CCN2C1=O)NCc1cccc(C(F)(F)F)c1,-9,/
CCc1ccc(NC(=O)N(C2CCC(C)CC2)C2CCN(C(C)=O)CC2)cc1 (stereo unspecified),-79,i
NCCn1c(-c2ccccc2)cc(C(=O)O)c1-c1ccccc1F,2,i

# More results follow.
SMILES,OX1R antagonist,CHT allo act
CCCCc1ccc(NC(=S)NCCN2CCOCC2)cc1,-3,i
Cc1cc(C)nc(SCC(=O)Nc2ncc(Cc3cccc(Cl)c3)s2)n1,-28,i
N/C(=N\NC(=O)c1cccc(F)c1)c1cc2ccccc2oc1=O,-4,i
Cc1ccc2nsnc2c1NC(=O)c1cccnc1Cl,-9,i
Clc1ccccc1OCCn1nnc2ccccc21,8,i
COc1cc(SC#N)ccc1N=Cc1c(C)[nH]n(-c2ccc(C)c(C)c2)c1=O,96*,i
O=C(O)C(C(=O)O)=C1C2CC3CC(C2)CC1C3,-4,i
CCc1ccccc1NC(=O)CSc1nnc(C2CC2)n1CC1CCCO1 (stereo unspecified),-25,i
COc1ccc(OC)c(C(=O)COC(=O)CNC(=O)c2ccccc2)c1,-27,i
Cn1c(=O)c(/C=C/c2ccccc2)nc2ccccc21,-33,i
CC(=O)Nc1cccc(NC(=O)c2c(-c3ccccc3Cl)noc2C)c1,-13,i
COc1ccc(N2C(=O)CC(NNC(=O)c3cccnc3)C2=O)cc1 (stereo unspecified),-17,i
COc1ccccc1CNC(=O)CS(=O)(=O)c1ccc(C)cc1,-13,i
CCOC(=O)c1c(/N=C/N(C)C)sc(/C=N/Nc2ccccc2)c1-c1ccccc1,-19,i
O=C(CCl)Nc1ccccc1Sc1ccc(Cl)cc1,-14,i
O=C(Nc1ccccc1F)c1ccc(CN2CCN(c3ccccc3)CC2)cc1,-12,i
CC1CCN(CCCNC(=O)COc2cc(=O)n(C)c3ccccc23)CC1,2,i
CC(=O)c1cccc(N(C(=O)c2ccco2)C(C(=O)NC2CCCC2)c2ccc(N3CCOCC3)cc2)c1 (stereo unspecified),-8,i
Cc1ccc(N(C(=O)CNC(=O)c2ccco2)C(C(=O)NC2CCCCC2)c2cccnc2)cc1C (stereo unspecified),-43,i
Cc1ccc(C)c(N2CC(O)(c3cccs3)[N+]3=C2CCCC3)c1 (stereo unspecified),-17,i
CCc1nnc(NC(=O)CSc2nnc(CSc3nc(C)cc(C)n3)o2)s1,-13,i
O=C1CCC/C(=N\NC(=O)NC2CCCCC2)C1,-12,i
COC(=O)C1=CN(C(C)C)C=C(C(=O)OC)C1c1cc2c(cc1Br)OCO2,-31,i
O=C(COC(=O)CC1CCCC1)Nc1ccc(Cl)cn1,-16,/
Oc1cccc(/C=N/Nc2nn3cnnc3c3ccccc23)c1,-2,i
Cc1ccc(CNC(=O)CN(C)C2=NS(=O)(=O)c3ccccc32)cc1,-22,/
O/N=C/c1cc(Cl)ccc1OCc1cccc2ccccc12,-16,i
COc1ccc2nc(SCc3cccnc3)c(C#N)cc2c1,-17,i
O=C(N/N=C/c1ccc(O)cc1)c1cncc(Br)c1,-5,i
CC(C)[C@@H](C(=O)N1CCN(Cc2ccc3c(c2)OCO3)CC1)n1nnc2ccccc2c1=O,-39,i
COc1ccc(C(CCN2CCCC(C)C2)c2c(OC)cc(OC)c3c(-c4ccccc4)cc(=O)oc23)cc1 (stereo unspecified),11,i
NC[C@@]12CCCC1C1CCC2C1 (stereo partly specified),1,i
CCCCOc1ccc(C2/C(=C(/O)c3ccc4c(c3)CC(C)O4)C(=O)C(=O)N2CCCN2CCOCC2)cc1OC (stereo unspecified),-26,i
CCOc1cc(-c2conc2N)cc(OCC)c1OCC,-14,i
OC[C@H]1O[C@@H](Oc2ccc3cc(Br)ccc3c2)[C@H](O)[C@@H](O)[C@H]1O,0,/
CCN1C(=O)/C(=C\c2ccc(F)cc2)N=C1SCC(=O)NCc1ccco1,-16,i
Cc1ccc(S(=O)(=O)N(OCc2ccccc2)C(C)C(=O)O)cc1 (stereo unspecified),4,i
CC1(c2ccccc2)CC(C)(C)N2C(=O)C(=O)c3cccc1c32 (stereo unspecified),-21,i
CCc1cc(Cn2nc(-c3ccccc3)cc2C(=O)NCc2ccccc2OC)on1,-2,i
CCOC(=O)c1cnc2ccc(C)cc2c1Sc1ccc(F)cc1,-38,i
COc1ccc(OC)c(NC(=O)C2CC(=O)N(CCc3ccccc3)C2)c1 (stereo unspecified),-24,i
O=C(O)/C=C/C(=O)NCCc1ccc(Cl)cc1,-4,i
CC(=O)OC1=C(O)C(=O)c2ccccc2C1=O,-5,i
CCOC(=O)c1c(-c2ccccc2)csc1NC(=O)CSc1nnc(C)s1,3,i
CCN(CC)CCNC(=O)c1ccc(NC(C)=O)cc1,-6&-1,i
Cc1nc2nc(C)c(CCC(=O)Nc3ccc4c(c3)OCO4)c(C)n2n1,-11,i
Cc1ccc(CCn2c3c(c4ccccc42)CN(C)CC3)cn1,-24,i
O=C(COC(=O)c1ccc(O)cc1)Nc1ccccc1-c1ccccc1,29,i
COc1ccc(S(=O)(=O)NC2CC(C)(C)NC(C)(C)C2)cc1C(C)C,-29,i
C=CCN(c1nc(C)cc(OC)n1)S(=O)(=O)c1ccccc1,-21,i
COc1ccc(NC(=O)CN2CCN(Cc3ccccc3)CC2)cc1,-2,i
COc1ccccc1CNC(=O)Cn1nnnc1CN(C)C(C)C,-8,i
COC(=O)[C@H](CCSC)NC(=O)NCc1ccccn1,-5,i
COc1ccccc1NCC(=O)NNC(C)C(=O)Nc1cccc(Cl)c1 (stereo unspecified),-23,i
CC(Nc1cc(N2CCCC2)ccc1[N+](=O)[O-])c1ccccc1 (stereo unspecified),-18,i
Cc1ccc(-c2cc(C(F)F)nc(NCc3cccnc3)n2)cc1,-46,i
Cc1cccc(C)c1NC1=NCCCCC1,-11,i
Nc1nc(SCC(=O)NCc2ccccc2)n[nH]1,-15,i
COc1ccc(NS(=O)(=O)c2ccc(Cl)c(NC(=O)c3ccccc3F)c2)cc1,16,/
CN(C)CCNC(=O)Cc1ccc([N+](=O)[O-])cc1,16,i

# Arranged by molecular weight (falling): 16 of the compounds above
SMILES,OX1R antagonist,CHT allo act
COc1ccc(NS(=O)(=O)c2ccc(Cl)c(NC(=O)c3ccccc3F)c2)cc1,16,/
CCOC(=O)c1c(-c2ccccc2)csc1NC(=O)CSc1nnc(C)s1,3,i
COc1ccccc1NCC(=O)NNC(C)C(=O)Nc1cccc(Cl)c1 (stereo unspecified),-23,i
COc1ccc(S(=O)(=O)NC2CC(C)(C)NC(C)(C)C2)cc1C(C)C,-29,i
COc1ccc(OC)c(NC(=O)C2CC(=O)N(CCc3ccccc3)C2)c1 (stereo unspecified),-24,i
Cc1nc2nc(C)c(CCC(=O)Nc3ccc4c(c3)OCO4)c(C)n2n1,-11,i
O=C(COC(=O)c1ccc(O)cc1)Nc1ccccc1-c1ccccc1,29,i
COc1ccc(NC(=O)CN2CCN(Cc3ccccc3)CC2)cc1,-2,i
COc1ccccc1CNC(=O)Cn1nnnc1CN(C)C(C)C,-8,i
C=CCN(c1nc(C)cc(OC)n1)S(=O)(=O)c1ccccc1,-21,i
Cc1ccc(CCn2c3c(c4ccccc42)CN(C)CC3)cn1,-24,i
CCN(CC)CCNC(=O)c1ccc(NC(C)=O)cc1,-6&-1,i
Nc1nc(SCC(=O)NCc2ccccc2)n[nH]1,-15,i
CN(C)CCNC(=O)Cc1ccc([N+](=O)[O-])cc1,16,i
CC(=O)OC1=C(O)C(=O)c2ccccc2C1=O,-5,i
Cc1cccc(C)c1NC1=NCCCCC1,-11,i

# Later entries
SMILES,OX1R antagonist,CHT allo act
CCOc1cc(/C=C2/C(=N)N3C(=NC2=O)SN=C3S(=O)(=O)C(C)C)ccc1OC(=O)c1ccco1,-17,i
COc1ccc(-c2csc(NC(=O)c3ccccc3OC)c2C(=O)O)cc1OC,-17,i
CCOc1ccc(N(CC(=O)Nc2ccccc2C(=O)N2CCOCC2)S(=O)(=O)c2ccc(F)cc2)cc1,-30,i
O=C(CC(c1ccco1)S(=O)(=O)c1ccccc1)c1ccccc1 (stereo unspecified),-1,i
